VHR inh abs: DUSP3 (human) phosphatase inhibition | recombinant VHR phosphatase, pNPP absorbance | inhibition, % at 13.3 µM | 0.52% of 290,000 active; in the data active = inhibition above about 50%; also: some compounds called inactive have numbers as strong as hits
Target sequence (P51452 whole entry, looked up): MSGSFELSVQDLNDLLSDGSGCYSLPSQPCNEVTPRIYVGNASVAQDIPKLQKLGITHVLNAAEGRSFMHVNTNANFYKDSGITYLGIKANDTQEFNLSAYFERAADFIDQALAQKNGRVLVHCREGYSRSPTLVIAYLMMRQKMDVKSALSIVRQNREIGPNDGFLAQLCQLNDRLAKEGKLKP
Anthrax LF prot: inhibitors of Bacillus anthracis lethal factor protease; P15917; multiplex microsphere protease cleavage assay, LF; inhibition, % at 10 µM; 0.12% of 360,000 active; also: plate controls were buffer without enzyme for full effect and enzyme alone for no effect
BoNT F protease: blocks Botulinum neurotoxin F light chain protease; Multiplex microsphere protease cleavage assay, flow cytometry; inhibition, % at 10 µM; 0.22% of 360,000 active; AID 588497; in the data active = inhibition above about 35%, passing the limit was not always enough; inconclusive = no clear call, values can overlap the other calls; also: plate controls were buffer without enzyme for full effect and enzyme alone for no effect
MazEF act: increases E. coli MazEF RNase cleavage of RNA; activation, % at 20 µM; 0.32% of 350,000 active; FAM/BHQ RNA-DNA oligo cleavage fluorescence, 5 h; P0AE70; in the data active = activation above about 50%
Target sequence (P0AE70 whole entry, looked up): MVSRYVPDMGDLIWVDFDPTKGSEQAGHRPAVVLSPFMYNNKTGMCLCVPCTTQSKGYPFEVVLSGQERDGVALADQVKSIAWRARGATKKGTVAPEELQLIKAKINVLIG
SARS 3CLpro inh: SARS-CoV 3CLpro protease inhibition | recombinant SARS-CoV 3CLpro, quenched FRET peptide cleavage | AID 1706 | inhibition, % at 6 µM | 0.14% of 290,000 active | P0C6X7; in the data active = inhibition above about 12%
BoNT A protease: inhibitors of Botulinum neurotoxin A light chain protease; multiplex microsphere protease substrate cleavage, flow cytometry; inhibition, % at 10 µM; AID 588499; 0.17% of 360,000 active; also: plate controls were buffer without enzyme for full effect and enzyme alone for no effect
CCHFV vOTU inh: CCHFV vOTU protease inhibition; Pep-AMC fluorescence; inhibition, % at 11.5 µM; 0.55% of 370,000 active; AID 651958; in the data active = inhibition above about 30%; also: 0% = vehicle wells with enzyme and 100% = no enzyme wells
PrPC surface inh: cell surface PrPC inhibition, primary TR-FRET screen; P04156; TR-FRET read-out; inhibition, % at 13.8 µM; 0.43% of 370,000 active; AID 720596; in the data active = inhibition above about 24%; also: 0% = median of the test wells and 100% = reference compound wells
Rv3671c inh: inhibits the M. tuberculosis serine protease Rv3671c | P9WHR9 | inhibition, % at 5.96 µM | 0.048% of 320,000 active | AID 2606; in the data active = inhibition above about 38%;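 also: extracellular domain of Rv3671c used as enzyme; 0% = enzyme with DMSO and 100% = no enzyme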
Target sequence (P9WHR9 whole entry, looked up, the tested form may be a part): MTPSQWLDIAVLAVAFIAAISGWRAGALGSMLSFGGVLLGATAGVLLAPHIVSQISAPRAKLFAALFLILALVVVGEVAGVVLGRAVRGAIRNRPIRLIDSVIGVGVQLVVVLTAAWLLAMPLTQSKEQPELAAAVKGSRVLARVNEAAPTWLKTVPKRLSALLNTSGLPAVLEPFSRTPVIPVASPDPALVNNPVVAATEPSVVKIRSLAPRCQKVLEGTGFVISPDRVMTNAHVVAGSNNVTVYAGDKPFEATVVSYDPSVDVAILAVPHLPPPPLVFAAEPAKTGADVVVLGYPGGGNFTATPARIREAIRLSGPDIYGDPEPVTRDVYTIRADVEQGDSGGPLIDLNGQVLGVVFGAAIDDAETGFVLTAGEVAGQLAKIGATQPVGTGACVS
SSB-PriA inh: K. pneumoniae PriA-SSBct interaction inhibition; AlphaScreen SSBct-PriA binding, biotinylated peptide; inhibition, % at 33 µM; 0.6% of 430,000 active; AID 1272365; in the data active = inhibition mostly above about 37%, no sharp cut-off; inactive = mostly below about 20%;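 also: plate controls were negative control peptide for no effect and reference peptide for full effect; strong numbers were not always called active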
Numbers without * were called inactive; ? = inconclusive; · = no result given; & = joins results of further samples. Rule as the data show it, unless noted: active = inhibition above about 30%; inconclusive = no clear call, values can overlap the other calls; inactive = below that. These rows are one share of the data; the hit share may differ from the screen's.

SMILES | VHR inh abs | Anthrax LF prot | BoNT F protease | MazEF act | SARS 3CLpro inh | BoNT A protease | CCHFV vOTU inh | PrPC surface inh | Rv3671c inh | SSB-PriA inh
O=C(Cc1cccs1)Nc1nnc(-c2ccccc2)s1 | -3 | 5 | 0 | 6 | 1 | -0.4 | -6 | 4 | -2 | -9
O=C(COc1cccc2c1CCNC2=O)Nc1ccc(F)cc1 | · | 0 | 4 | 2 | · | 1.7 | -5 | -1 | · | -1
CCOC(=O)c1c(C)c(C(=O)N2CCN(C(=O)c3ccco3)CC2)c(C)n1C | 19 | -2 | 0 | 3 | -2 | 0.0 | · | · | 2 | -2
CC(CCc1ccccc1)NC(=O)COC(=O)c1cccs1 (centres undefined) | 9 | -1 | -2 | 6 | 4 | -0.7 | -4 | -1 | -5 | -16
CC(C)Oc1ccccc1C1NC(=O)CCC1[N+](=O)[O-] (centres undefined) | -6 | -8 | 17 | 2 | 6 | 2.7 | 15 | 8 | 11 | -4
O=C1C=C(NCc2ccc(Cl)cc2)CCC1 | 15 | -5 | -12 | 3 | 0 | -1.7 | -2 | 0 | -2 | 6
Cc1cc(/C=N/O)c(C)n1-c1cccc(Cl)c1 | 30 | -3 | -10 | 4 | 0 | -0.1 | 13 | 7 | 2 | ·
Cc1[nH]c2ccccc2c1C(=O)CSC(=S)N1CCOCC1 | 20 | 10 | ? | -2 | 4 | -1.2 | 7 | -5 | 2 | -10
NS(=O)(=O)c1ccc(NC(=O)C2Cc3ccccc3C(=O)O2)cc1 (centres undefined) | 14 | 0 | 2 | 18 | -4 | 0.3 | 0 | 3 | 4 | 2&-2
Cc1nc(=O)c(-c2ccccc2)c(C)n1-c1ccc(O)cc1 | 36 | 2 | -5 | 3 | -8 | -0.5 | -10 | -4 | -2 | -25
CCN(CC)N=Nc1[nH]nc2nc(C)cc(C)c12 | 7 | 1 | -8 | 1 | 4 | -0.2 | 21 | 0 | 8 | -22
COc1cccc(NC(=O)Nc2cccc(C(=O)O)c2)c1 | 31 | -7 | -2 | 6 | 5 | -0.9 | -10 | 4 | -4 | 6

2 neighbouring compounds already listed, quoted:
SMILES | VHR inh abs | Anthrax LF prot | BoNT F protease | MazEF act | SARS 3CLpro inh | BoNT A protease | CCHFV vOTU inh | PrPC surface inh | Rv3671c inh | SSB-PriA inh
CCN(CC)N=Nc1[nH]nc2nc(C)cc(C)c12 | 7 | 1 | -8 | 1 | 4 | -0.2 | 21 | 0 | 8 | -22
COc1cccc(NC(=O)Nc2cccc(C(=O)O)c2)c1 | 31 | -7 | -2 | 6 | 5 | -0.9 | -10 | 4 | -4 | 6

The list goes on.
SMILES | VHR inh abs | Anthrax LF prot | BoNT F protease | MazEF act | SARS 3CLpro inh | BoNT A protease | CCHFV vOTU inh | PrPC surface inh | Rv3671c inh | SSB-PriA inh
CCCCCCN1C[C@H](O)[C@@H](n2cc(COC(=O)c3ccccc3)nn2)C[C@@H]1c1ccccc1 | · | 4 | 3 | 4 | · | 0.2 | -1 | 8 | · | ·
COC(=O)c1nnn(CC(=O)NC(=O)Nc2ccc(F)cc2)c1C(=O)OC | -11 | -4 | -4 | -4 | 1 | -0.6 | -5 | 2 | 2 | 4
Cc1ccccc1N(CC(=O)NC(C)(C)C)C(=O)c1ccc(-c2ccccc2)[nH]1 | 30 | · | · | · | 1 | · | 1 | -2 | -13 | ·
CCN(C(=O)CSc1nnnn1C)c1c(N)n(Cc2ccccc2)c(=O)[nH]c1=O | 21 | 1 | -7 | -6 | 1 | 1.1 | -12 | 5 | 2 | -20
Cn1ccnc1SCC(=O)c1c[nH]c2ccccc12 | 18 | 4 | -9 | 5 | 0 | -0.1 | 17 | 4 | -2 | -4
CNc1c(NS(=O)(=O)c2cc(OC)ccc2OC)c(=O)oc2ccccc12 | -15 | -11 | 4 | 4 | -1 | -4.2 | -1 | -3 | -4 | -11
CN(Cc1ccccc1)S(=O)(=O)c1ccc(Cl)nc1 | 29 | 0 | 0 | -1 | 0 | 0.1 | 9 | -4 | 4 | -22
Cc1ccc(-c2csc3ncnc(SCC(=O)Nc4nnc(C)s4)c23)cc1 | -5 | -3 | 4 | 17 | 6 | ? | -4 | 1 | -10 | 5
O=C1C2CC=C(Cl)CC2C(=O)N1CCc1c[nH]c2ccccc12 (centres undefined) | 2 | 10 | -1 | -4 | 3 | 0.5 | -15 | 6 | 6 | -5
Cc1ccc(F)c(S(=O)(=O)NC(=O)C2(C)CCN2C(=O)CC(c2ccccc2)c2ccccc2)c1 (centres undefined) | · | -1 | -4 | · | · | -0.3 | 7 | 4 | · | ·
Cc1ccc(CNS(=O)(=O)CCNC(=O)c2ccc3c(c2)OCO3)cc1 | · | -4 | -6 | 4 | · | -1.8 | -2 | 4 | 2 | 8
c1cnc2nc(-c3ccc4c(c3)OCO4)cn2c1 | 35 | -2 | -7 | 5 | 0 | -0.7 | 0 | 0 | 6 | -5
O=C1CCCc2c1oc1c2CCCC1 | · | -5 | -1 | 9 | · | -0.5 | -14 | 3 | · | -3
O=[N+]([O-])c1ccc(N=NNc2ccc([N+](=O)[O-])cc2)cc1 | · | 2 | -8 | -46 | · | 0.0 | -4 | -5 | · | -2
O=C(OCCN1CCCC1)C1(c2ccccc2)CCCC1 | 13 | -8 | -10 | -17 | 7 | 0.0 | 1 | 6 | · | 4
Cc1ccc(N2CCCCn3c2nc2c3c(=O)n(CC(=O)O)c(=O)n2C)cc1 | 12 | 0 | 1 | -4 | -3 | -0.2 | 5 | -2 | 0 | 3
CCOC(=O)[C@H]1[C@H]2COc3ccccc3[C@@H]2N2C(=O)c3cc(F)ccc3NC(=O)[C@@]12C | · | 1 | 1 | 3 | · | -0.4 | 3 | 8 | -11 | -11
CCCCCC[N+](C)(C)CCSSCC[N+](C)(C)CCCCCC | -23 | -6 | -17 | 5 | 5 | -1.1 | -11 | 0 | 4 | 2
O=C1CCCc2c1cc(-c1ccccc1)n2-c1ccc(O)cc1 | 2 | 0 | -3 | -5 | -1 | -0.3 | 0 | 8 | -12 | -9
COc1cc(/C=C2\CCC(C3CCCC3)C2=O)cc(OC)c1OC (centres undefined) | 24 | -1 | 2 | -2 | 1 | -3.3 | -3 | 2 | -6 | -9
Nc1cc(=O)[nH]c(=O)n1-c1ccc(Cl)cc1 | 2 | 8 | -5 | 6 | 2 | 0.5 | -9 | 13 | 6 | 3
Cc1cc(C)nc(-n2nc(C)c(Br)c2Nc2ccc(Br)cc2)n1 | 6 | -1 | -10 | 3 | -1 | 0.6 | -1 | 1 | -7 | -6
CCOC(=O)Cc1c(C)nc2c(C#N)c[nH]n2c1=O | 20 | 3 | -2 | -13 | -1 | -1.0 | -6 | 7 | 5 | -20
Cn1cc(Br)c(-c2cccc(NC(=O)CCCC(=O)O)c2)n1 | 19 | -6 | ? | 5 | 0 | 2.6 | -12 | 0 | 5 | -8
Cc1ccc(O)c(CNn2cnnc2)c1 | 18 | 4 | 8 | 1 | 1 | -0.2 | 4 | 1 | -2 | -6
Fc1ccc2cc(-c3ccccc3F)ncc2c1 | · | 0 | -4 | 8 | · | 0.1 | -3 | -1 | -3 | -35
CCCCN(C(=O)c1cccc(-n2cnnn2)c1)c1c(N)n(CCCC)c(=O)[nH]c1=O | · | -1 | -3 | -2 | · | 0.0 | 20 | 4 | · | ·
CCCCn1c(SCC(=O)N2CCC(C)CC2)nc2cc(S(N)(=O)=O)ccc21 | -25 | -1 | 0 | 4 | 1 | -0.5 | · | · | -2 | 3
CCCCOC(=O)Nc1nccs1 | -4 | -3 | -2 | 3 | -3 | -0.4 | -16 | -2 | 4 | 3
Cc1ccc(C)c(S(=O)(=O)NCc2ccc(C(=O)N3CCCCCC3)cc2)c1 | -8 | 3 | 12 | -8 | -7 | 1.5 | 11 | 5 | -6 | 1&-3
O=C1c2ccccc2C2=Nc3ccccc3SC(c3ccccc3F)C12 (centres undefined) | 10 | -12 | -8 | 9 | -2 | -0.2 | 14 | 3 | -38 | 8
COc1ccccc1C(NC(=O)C1CCN(CCOc2ccc(Cl)cc2Cl)CC1)c1ccccn1 (centres undefined) | · | -10 | 1 | · | · | 0.1 | 0 | -14 | · | ·
O=c1[nH]c(=S)[nH]c(O)c1N=Nc1ccc(S(=O)(=O)N2CCOCC2)cc1 | 5 | 0 | 3 | 2 | 4 | -0.4 | 10 | -13 | 3 | -4
CCOC(=O)CSc1nncc2ccc(OC)c(OC)c12 | 15 | -1 | -7 | 2 | -2 | 0.0 | -12 | -1 | 2 | 10
Cc1sc(NC(=S)NC(=O)c2ccccc2)c(C#N)c1C | · | 1 | 8 | 34 | 1 | -0.1 | 6 | 12 | 1 | -17
CN(c1ccc(Cl)cc1)S(=O)(=O)c1nnc(NC(=O)c2ccco2)s1 | -14 | -4 | -2 | 8 | 0 | 1.0 | 22 | 3 | -7 | -6
Oc1oc(-c2ccco2)nc1C=Nc1cccc(Cl)c1 | 29 | -2 | -1 | 4 | 6 | -0.5 | -6 | 1 | -1 | -1
S=C(NCCc1ccccn1)Nc1ccccc1 | 33 | 4 | -1 | 3 | -3 | -0.1 | 6 | -3 | -1 | -4
COc1ccccc1-n1cnc2cc(NS(=O)(=O)c3ccccc3)ccc21 | 1 | -2 | -10 | 1 | 3 | -0.1 | 8 | 14 | 6 | 74*
CSc1ccccc1NC(=O)CN(C)C(=O)CNC(=O)c1ccc(Oc2ccccc2)cc1 | · | 0 | -1 | -1 | · | -0.3 | 7 | 11 | · | ·
CC(=O)c1ccc(N2CCN(S(=O)(=O)c3ccc4c(c3)CC(C)N4C(C)=O)CC2)cc1 (centres undefined) | 8 | -1 | -3 | 16 | 1 | -0.6 | -2 | 14 | -1 | 3
C=CCn1c2[n+](c3ccccc3c1=O)CCCCC2 | 8 | 7 | -2 | 4 | 1 | -0.2 | -8 | 3 | -7 | 2
Cc1cc(C)c([N+](=O)[O-])cc1NC(=O)CCS(=O)(=O)c1ccccc1 | 10 | 3 | 2 | -4 | -6 | -0.4 | -1 | -3 | 0 | -4
CSc1ncccc1C(=O)NCC1CCCCC1 | 51* | 0 | -3 | 7 | -1 | -0.8 | -3 | 4 | -7 | 3
CCCSc1nnc(Cc2cc(=O)[nH]c(=O)[nH]2)n1-c1cc(C)ccc1C | 29 | -1 | -10 | 5 | -5 | -0.1 | -3 | 8 | 5 | -11
CCOc1ccc(CCNc2cc(C)nc3ncnn23)cc1OCC | 8 | 1 | -6 | -1 | -5 | -0.6 | 4 | 8 | -6 | -6
CCOC(=O)c1c(NC(=O)COC(=O)CCOc2ccccc2C)sc(C(=O)NC)c1C | · | -2 | -4 | 6 | · | -2.4 | -7 | -5 | 4 | -5
COc1ccc(S(=O)(=O)N2CCN(c3ncccn3)CC2)cc1 | · | 5 | -2 | 1 | · | -0.8 | 1 | 4 | 0 | -5
Fc1ccc(CN2CCCCCCC2)cc1 | -6 | -4 | -8 | 5 | 3 | 0.3 | 3 | 0 | -1 | -8
COc1cc(OC)cc(C(=O)Nc2ccc(N(C)C)c3ccccc23)c1 | 18 | -8 | -24 | 0 | -3 | 2.8 | -15 | -9 | -1 | -4
Cc1cccc2cc(C(c3nnnn3CC3CCCO3)N3CCOCC3)c(=O)[nH]c12 (centres undefined) | 22 | -7 | 8 | -2 | 2 | ? | 18 | 2 | -3 | -7
CN(CC(=O)Nc1ccccc1Cl)C(=O)c1cccc(S(=O)(=O)N2CCN(Cc3ccccc3)CC2)c1 | · | 6 | 14 | 6 | · | 13 | 12 | 9 | -9 | 1
CCOC(=O)c1cc2n(c1N)-c1ccccc1C2=O | -5 | -1 | 2 | -231 | -9 | 0.6 | 20 | -1 | -9 | -19
CCC(Sc1nc2ccsc2c(=O)n1Cc1ccc(C(=O)O)cc1)C(=O)Nc1ccc(Cl)cc1 (centres undefined) | · | -5 | 0 | 0 | · | -0.2 | 14 | 0 | · | ·
O=C(Nc1ccnn1C1CCN(Cc2ccccc2)CC1)C1CCOC1 (centres undefined) | 10 | 0 | -8 | 4 | -2 | -2.6 | -5 | -5 | 6 | -3

Screening data as filed in PubChem BioAssay.
